# STAT1 act: increases IFN-gamma driven STAT1 reporter signal | NIH 3T3 STAT1-luciferase reporter, luminescence; 100% = IFN-gamma alone, no compound | activation (% of control), % at 5.5 µM | 200,000 tested, 2.6% active;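 active = activation above the screen-wide mean activation plus 3 SD, cut at about 130% in these data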;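 note: raw ratio to IFN-gamma control signal so 100% means no change and 0% no light; values of inactives mirror those of a sister screen read the other way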
# NF-kB neuron act: raises NF-kB expression in human neuronal cells; NF-kB reporter expression; hits give high values; fold change at 12.5 µM; 190,000 tested, 1.6% active; AID 1239; in the data active = fold change above about 3.3
# TLR4 MyD88 comp: inhibitors of human TLR4-MyD88 binding; AID 861; inhibition, % at 8.4 µM; 200,000 tested, 0.18% active; HeLa CL3-4 TLR4/MyD88 BLA complementation, FRET ratio; in the data active = inhibition above about 25%;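 note: 0% = vehicle and 100% = reference inhibitor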
# Target sequence (O00206 whole entry, looked up): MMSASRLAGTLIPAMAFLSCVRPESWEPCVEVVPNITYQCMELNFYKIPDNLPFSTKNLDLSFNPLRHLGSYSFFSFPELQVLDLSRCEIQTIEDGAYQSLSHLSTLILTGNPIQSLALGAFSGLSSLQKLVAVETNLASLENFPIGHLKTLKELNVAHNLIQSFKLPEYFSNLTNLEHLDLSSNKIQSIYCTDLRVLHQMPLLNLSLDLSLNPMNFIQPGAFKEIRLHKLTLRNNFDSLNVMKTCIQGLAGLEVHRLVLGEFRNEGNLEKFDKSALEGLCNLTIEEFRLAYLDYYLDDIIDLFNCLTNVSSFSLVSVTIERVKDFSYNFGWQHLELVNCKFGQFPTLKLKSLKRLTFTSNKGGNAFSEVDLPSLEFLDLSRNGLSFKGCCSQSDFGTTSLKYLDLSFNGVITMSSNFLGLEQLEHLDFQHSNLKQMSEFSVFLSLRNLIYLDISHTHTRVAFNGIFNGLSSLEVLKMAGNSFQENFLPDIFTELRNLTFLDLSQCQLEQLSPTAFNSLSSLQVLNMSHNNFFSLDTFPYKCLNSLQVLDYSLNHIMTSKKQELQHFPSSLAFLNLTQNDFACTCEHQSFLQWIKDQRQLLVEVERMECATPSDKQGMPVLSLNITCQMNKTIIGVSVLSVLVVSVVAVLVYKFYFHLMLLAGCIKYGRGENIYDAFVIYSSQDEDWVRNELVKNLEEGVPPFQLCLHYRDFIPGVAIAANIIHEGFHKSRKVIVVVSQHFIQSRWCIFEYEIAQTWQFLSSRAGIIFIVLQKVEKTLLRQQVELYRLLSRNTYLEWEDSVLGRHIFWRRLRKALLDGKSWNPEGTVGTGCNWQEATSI
# Target sequence (Q99836 whole entry, looked up): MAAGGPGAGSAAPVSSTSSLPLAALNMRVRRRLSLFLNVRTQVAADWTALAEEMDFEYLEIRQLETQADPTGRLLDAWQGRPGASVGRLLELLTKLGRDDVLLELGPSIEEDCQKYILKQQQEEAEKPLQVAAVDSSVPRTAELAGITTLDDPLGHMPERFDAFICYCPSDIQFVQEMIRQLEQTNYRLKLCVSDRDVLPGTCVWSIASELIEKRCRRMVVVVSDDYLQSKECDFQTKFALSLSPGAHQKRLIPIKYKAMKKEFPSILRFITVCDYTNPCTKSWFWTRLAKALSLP
# APP 5'UTR act: APP 5'UTR luciferase reporter activation | SH-SY5Y APP 5'UTR luciferase reporter, luminescence; zero percent = DMSO vehicle wells | activation, % at 2 µM | 190,000 tested, 1% active | AID 1276;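 active = activation above a set limit, based on mean plus 3 SD of controls, cut at about 140% in these data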; note: values of inactives mirror those of a sister screen read the other way
# FLuc inh counter: inhibits firefly luciferase, flagging false hits in luciferase inhibition screens. ATPLite firefly luciferase biochemical luminescence, 10 min. inhibition, % at 10 µM. 200,000 tested, 1.5% active. P08659;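 active = inhibition above about 50% when tested at 10 µM, limit read from the data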
# FLuc stim CS: affects firefly luciferase, flagging false hits in luciferase stimulation screens; activation factor at 10 µM; ATPlite luciferase biochemical, luminescence, 10 min; 0 = ATP-free wells, 1 = DMSO control; P08659; 200,000 tested, under 10 active;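 active = luciferase activation factor, scaled between plate controls, of at least 2 with compound at 10 µM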
#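 System: Luciferase/luciferin detection reagent, cell-free biochemical luciferase assay | Medium: PBS buffer for ATP | Dosing: Test compounds dosed from 2 mM stocks in 100% DMSO | Timing: 10 min at ambient temperature | Signal: Luminescence measurement of luciferase light output | Evaluation: Luciferase activation, seen as luminescence increase over controls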
# G6PDH counter: L. mesenteroides G6PDH inhibition counter-screen. Purified L. mesenteroides G6PDH, diaphorase/resazurin coupled fluorescence, 45 min. inhibition, % at 5 µM. 200,000 tested, 0.12% active; in the data active = inhibition above about 50%
# APP 5UTR inh: APP translation inhibition; inhibition, % at 2 µM; SH-SY5Y APP 5'UTR-luciferase reporter, luminescence; 190,000 tested, 0.82% active;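 active = inhibition above a set limit, derived from the sample mean plus 3 SD, cut at about 45% in these data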; note: values of inactives mirror those of a sister screen read the other way
# Diaphorase act: activates diaphorase or chemically reduces, flagging diaphorase assay artifacts; AID 1229; activation factor at 20 µM; 190,000 tested, 0.005% active; Diaphorase/resazurin coupled assay, resorufin fluorescence, 16 min; hits give high values; 1 = vehicle wells, 0 = NADH-free wells;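 active = diaphorase activity raised at least twofold by the compound at 20 µM; inactive = activation factor below 2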
#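 test system = bacterial diaphorase enzyme (C. kluyveri) | quantity = enzyme 0.07 U/mL final | reagent = NADH substrate 0.114 mM plus resazurin dye 0.1 mM, final | incubation = 16 min enzyme reaction, ambient temperature | buffer or medium = HEPES pH 7.4 buffer with MgCl2 and Tween 20 | signal = fluorescence of resorufin, 544 nm excitation, 590 nm emission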
# Diaph inh CS: counter-screen for diaphorase-based assays: diaphorase inhibitors and chemical oxidizers; diaphorase resazurin-to-resorufin fluorescence, NADH, 16 min; bacterial (C. kluyveri) enzyme, not human; inhibition, % at 20 µM; 190,000 tested, 0.69% active; AID 1217;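 active = primary screen inhibition at 20 µM above a set limit, cut at about 50% in these data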;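 note: plate controls were DMSO with full reaction for no effect and wells lacking NADH for full effect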
#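 Assay system: diaphorase enzyme from Clostridium kluyveri; Input: enzyme working solution with 0.14 U/mL diaphorase; Timing: 16 min at room temperature; Technique: resorufin fluorescence, excitation 544 nm, emission 590 nm; Benchmarks: positive control minus NADH, DMSO neutral control.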
# An asterisk follows results filed as active; · = not tested or not shown. Outcome played no part in choosing rows, and some 5.6% of all compounds hit somewhere here.
# Start of the data: the first four compounds, to show the layout:
SMILES,STAT1 act,NF-kB neuron act,TLR4 MyD88 comp,APP 5'UTR act,FLuc inh counter,FLuc stim CS,G6PDH counter,APP 5UTR inh,Diaphorase act,Diaph inh CS
CC1CCCN(C(=O)C2CCN(CCCc3ccccc3)CC2)C1 (stereo unspecified),94.8,0.95,-4.4,-4.8,-2.1,1,8.3,4.8,1,4.1
Cc1ccc(S(=O)(=O)NC(c2ccccc2)C(C)C(=O)n2nc(C)cc2C)cc1 (stereo unspecified),87.2,0.89,-16.9,4.7,-6.3,1.1,8.3,-4.7,0.9,12.2
O=C(Nc1ccccc1-c1nnc(SCc2ccc(Cl)cc2Cl)o1)c1ccccc1,105.8,1.3,-1.5,·,-1.7,1,-14.3,·,0.9,14.7
COc1cccc(-c2cc(C(F)(F)F)nc(-n3cc(Cl)cn3)n2)c1,98.0,0.88,-3.3,10.0,-0.1,1,9.4,-10.0,0.9,12.5

# All compounds of this part, from the start:
SMILES,STAT1 act,NF-kB neuron act,TLR4 MyD88 comp,APP 5'UTR act,FLuc inh counter,FLuc stim CS,G6PDH counter,APP 5UTR inh,Diaphorase act,Diaph inh CS
CC1CCCN(C(=O)C2CCN(CCCc3ccccc3)CC2)C1 (stereo unspecified),94.8,0.95,-4.4,-4.8,-2.1,1,8.3,4.8,1,4.1
Cc1ccc(S(=O)(=O)NC(c2ccccc2)C(C)C(=O)n2nc(C)cc2C)cc1 (stereo unspecified),87.2,0.89,-16.9,4.7,-6.3,1.1,8.3,-4.7,0.9,12.2
O=C(Nc1ccccc1-c1nnc(SCc2ccc(Cl)cc2Cl)o1)c1ccccc1,105.8,1.3,-1.5,·,-1.7,1,-14.3,·,0.9,14.7
COc1cccc(-c2cc(C(F)(F)F)nc(-n3cc(Cl)cn3)n2)c1,98.0,0.88,-3.3,10.0,-0.1,1,9.4,-10.0,0.9,12.5
O=C(COC(=O)c1ccco1)c1ccc2ccccc2c1,96.8,1.38,11.4,16.7,33.8,0.7,2.2,-16.7,0.8,24.2
CCn1c2ccccc2c2cc(NC(=O)c3cc(OC)cc(OC)c3)ccc21,96.9,4.05*,2.8,-94.9,-7.6,1.1,-1.1,94.9*,0.8,17.1
O=C(CCCC(=O)N(CC(=O)NC1CCCCC1)Cc1ccco1)Nc1ccccn1,101.3,1.03,16.1,13.5,-8.1,1.1,0.9,-13.5,1,2.3
Cc1c2cnn(CC(=O)Nc3c(F)c(F)cc(F)c3F)c(=O)c2c(C)n1Cc1ccc(F)cc1,92.3,1.02,-14.7,-17.6,1.4,1,-3.5,17.6,0.9,10.9
OCCN1CCN(c2cc(-c3ccccc3)c3ccccc3n2)CC1,105.0,0.79,-0.8,-17.0,-2.5,1,0.1,17.0,0.8,21.9
COc1cc2ccnc(Cc3cccc(OC)c3OC)c2cc1OC,79.3,0.85,5.8,34.0,-4.5,1,10.9,-34.0,0.9,9.3
N/C(=N\OC(=O)CCc1ccccc1)c1cccc(Br)c1,102.6,1.29,1.6,3.7,10.8,0.9,4.4,-3.7,0.9,9.6
Cc1nn(-c2ccccc2)c(Cl)c1/C=N/N1CCN(c2ccccn2)CC1,100.3,1.3,-16.9,4.0,-4.6,1,1.9,-4.0,0.9,8.5
N#CC1=C(N)N(c2ccccc2)C(c2ccco2)C1(C#N)C#N (stereo unspecified),105.6,1.14,7.2,9.6,-8.9,1.1,-10.3,-9.6,0.8,21.3
CC1CCc2c(sc(NC(=O)C3CCCO3)c2C#N)C1 (stereo unspecified),153.5*,4.62*,-2.2,143.7*,14.6,0.9,6.9,-143.7,1,1.2
O=C(COc1cccc2ccccc12)NCc1cccnc1,91.1,1.34,3.4,-3.9,0.2,1,2.7,3.9,0.8,20.5
CC1Cc2ccccc2N1C(=S)NC(=O)c1ccco1 (stereo unspecified),100.8,0.99,17.0,-0.6,1.8,1,1.1,0.6,1,-2.9
NS(=O)(=O)c1ccc(CCNC(=O)CSc2cccs2)cc1,97.9,0.98,-2.6,-0.3,-5.4,1.1,5.4,0.3,·,·
CC(=O)Nc1cc(-c2ccccc2)ccc1O,102.5,1.38,-8.9,-7.4,-0.6,1,6.4,7.4,0.9,10.2
CCOc1ccc(N2CC(C(=O)Nc3ccccc3F)CC2=O)cc1 (stereo unspecified),93.2,1.27,3.9,-13.1,-4.0,1,0.5,13.1,1,3.6
Cc1ccc(C)c(NC2=NCC(=O)N2C2CCCCC2)c1,105.1,0.91,1.9,-2.0,0.1,1,5.1,2.0,0.9,5.9
COc1ccc(C(=O)NC(=S)N2CCNC(=O)C2)cc1Br,106.9,0.88,-18.2,-5.7,-4.1,1,5.8,5.7,1,-0.3
COc1ccc(N2C(=O)C(CN3CCN(C)CC3)C2c2ccccc2)cc1 (stereo unspecified),101.8,1.14,16.4,8.1,-7.9,1.1,19.1,-8.1,0.9,9.1
Oc1ccc(-c2csc(Nc3cccnc3)n2)cc1,110.5,3.24,-2.5,17.7,12.4,0.9,-11.3,-17.7,0.8,16.4
N#Cc1c(C(F)(F)F)cc(C2CC2)nc1N1CCCC1,90.5,0.96,-11.8,15.4,5.5,0.9,11.2,-15.4,1.1,-5.6
COc1ccc(CN(C(=O)CSc2nnc(-c3ccccc3F)o2)c2ccc(F)cc2)cc1,97.0,1.09,2.5,3.9,0.0,1,-5.1,-3.9,0.8,15.4
Cc1cc(C)n(C(=O)CN2C(=O)COc3ccccc32)n1,95.7,1.09,-6.2,-1.9,-2.3,1,2.3,1.9,1.1,-5.9
COc1ccc2[nH]cc(CCNC(=S)NC3CCCC3)c2c1,90.6,1.48,-2.1,8.6,-6.2,1.1,-1.3,-8.6,0.9,7.2
CCNC(=O)NCc1c(C)c(C)n(Cc2ccccc2)c1-n1cccc1,90.3,1.03,-10.8,0.9,1.0,1,14.3,-0.9,0.9,9.5
COc1ccc2c(C)cc(SCC(=O)c3ccc4c(c3)OCO4)nc2c1,102.1,0.86,9.9,-3.9,-0.1,1,-5.8,3.9,0.8,16.2
CN(C)S(=O)(=O)c1cccc(NC(=O)Cn2cnc3ccccc3c2=O)c1,98.2,1.13,5.0,4.0,0.1,1,1.1,-4.0,1.1,-10.1
COc1cccc(C2/C(=C(/O)c3cnn(-c4ccccc4)c3C)C(=O)C(=O)N2CCN(C)C)c1 (stereo unspecified),89.3,0.98,7.5,4.2,-2.1,1,2.2,-4.2,0.9,11.4
O=[N+]([O-])c1ccc(N/N=C2\CC3CC=CC23)cc1 (stereo unspecified),117.5,2.23,-5.9,21.4,8.3,0.9,-8.0,-21.4,1,-0.6
Cc1ccc(C(OCC(O)CNC(C)c2ccccc2)c2ccccc2)cc1 (stereo unspecified),104.0,1.01,5.1,-13.7,-4.3,1,11.9,13.7,1,2.0
CCc1ccc(Nc2ncccc2C#N)cc1,104.8,1.11,10.1,21.8,-4.1,1,3.1,-21.8,0.8,18.8
CC(C)CCn1c(SCCN2CCOCC2)nc2c1c(=O)[nH]c(=O)n2C,103.6,1.08,2.0,-5.5,-5.3,1.1,-5.6,5.5,0.9,9.7
Cc1ccnc(NC(=O)CCCc2ccccc2)c1,111.9,2.14,-3.7,38.4,37.9,0.6,17.0,-38.4,0.9,13.0
COc1cc(C)c(N(C(C)=O)c2ccccc2)c(C)c1,99.5,1.01,2.6,-11.6,-1.9,1,6.4,11.6,1,1.5
O=C(CSc1ncc(-c2ccccc2)nn1)NCc1ccco1,101.7,1.13,-2.6,9.0,-4.9,1,-13.3,-9.0,0.8,22.4
COc1ccc(OC)c(N(CC(=O)N2CCc3ccccc3C2)S(C)(=O)=O)c1,97.6,1.04,-9.6,-4.1,-3.5,1,12.9,4.1,0.9,7.9
Cc1ccc(N2C(=O)C3CC3C2=O)cc1 (stereo unspecified),98.6,1.18,1.3,12.7,0.0,1,-0.6,-12.7,0.9,14.2

# APP 5'UTR act: hit marks shown above.
Molecule	STAT1 act	NF-kB neuron act	TLR4 MyD88 comp	APP 5'UTR act	FLuc stim CS	APP 5UTR inh	Diaphorase act
CC1CCc2c(sc(NC(=O)C3CCCO3)c2C#N)C1 (stereo unspecified)	153.5*	4.62*	-2.2	143.7*	0.9	-143.7	1

# (further entries)
SMILES,STAT1 act,NF-kB neuron act,TLR4 MyD88 comp,APP 5'UTR act,FLuc inh counter,FLuc stim CS,G6PDH counter,APP 5UTR inh,Diaphorase act,Diaph inh CS
Cc1ccsc1/C=N/NC(=O)CSCc1ccc(Cl)cc1,90.7,1.26,9.5,-6.6,-4.4,1,-2.0,6.6,1,4.5
O=C(NC1CC2CCCC(C1)N2Cc1ccco1)NC12CC3CC(CC(C3)C1)C2 (stereo unspecified),98.9,1.09,-6.4,-5.2,-4.6,1,-3.2,5.2,0.9,11.2
Cn1c(=O)c(/C=C/c2ccc(F)cc2)nc2ccccc21,119.8,1.87,-13.0,38.3,30.0,0.7,8.2,-38.3,0.8,17.8
CCN(CC)CCN(Cc1cc2ccc(C)cc2[nH]c1=O)C(=O)Nc1ccc(Cl)cc1,101.1,0.98,-3.6,1.5,5.0,0.9,0.4,-1.5,1.2,-24.1
Cc1cc2cc(CNC(=S)Nc3ccc(OC(F)F)cc3)ccc2[nH]1,103.6,0.76,5.8,1.0,-7.0,1.1,5.7,-1.0,0.9,10.5
COc1ccc(-c2cc(-c3ccccc3)nc(SCC(=O)Nc3nccs3)c2C#N)cc1,93.3,1.73,3.0,3.4,0.5,1,2.7,-3.4,1,2.5
CCn1cc(/C=N/NC(=O)c2ccc3c(c2)OCO3)cn1,104.0,1.09,-13.5,9.2,-3.1,1,7.5,-9.2,0.9,5.5
CN1C(=O)c2ccccc2C(C(=O)O)C1c1cccc([N+](=O)[O-])c1 (stereo unspecified),101.6,1.33,-0.1,0.8,-8.3,1.1,9.6,-0.8,0.9,11.8
CCCc1cc(=O)n2c([nH]c3ccccc32)c1C#N,93.6,1.25,2.8,-5.7,65.7*,0.3,13.0,5.7,0.7,28.8
CC1=NN(C(N)=S)C(=O)C1N=Nc1ccccc1 (stereo unspecified),129.5*,1.72,-13.8,11.6,5.3,0.9,8.9,-11.6,1,0.0
COc1ccc(OC)c(C(c2nnnn2C(C)(C)C)N2CCc3ccccc3C2)c1 (stereo unspecified),92.1,0.91,15.7,13.2,-5.3,1.1,4.4,-13.2,0.7,29.8
COc1nc(NCCc2ccc(OC)c(OC)c2)nc(OC)n1,83.5,0.91,0.1,0.1,0.2,1,1.1,-0.1,0.9,6.8
COC(=O)c1ccccc1NC(=O)COC(=O)c1cccnc1,97.8,0.89,-4.0,-17.8,-5.9,1.1,1.2,17.8,0.9,9.9
CN(C[C@H](Cc1ccccc1)N(C[C@H](CC1CCCCC1)N(CCc1ccccc1)N=O)N=O)N=O,103.5,1.07,-6.6,12.4,-7.6,1.1,7.2,-12.4,0.8,22.1
Cc1ccccc1-c1nc(CN2CCC(C(=O)NCCCN3CCOCC3)CC2)c(C)o1,97.1,0.92,-4.7,4.2,-7.6,1.1,-8.1,-4.2,0.9,10.3
Cc1nc(N2CCN(c3ccccc3)CC2)nc2c1C(=O)CC(C)C2 (stereo unspecified),95.1,0.52,-6.0,2.5,-3.5,1,8.4,-2.5,0.9,12.6

# Screening data: PubChem, several laboratories
